Rab9 prom act – Rab9 promoter activation; Huh7 Rab9 promoter-luciferase reporter, luminescence, 24 h; Potency, µM (highest dose often 9.22 µM), for inactives: at the highest dose activation, negative = inhibition, actives largely listed as activators; 2.8% of 320,000 active; AID 485297; further: potency means the concentration at half of the fitted maximal effect; % of control where 0% means no effect; nearly all actives have a fitted effect of over 60% in size
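Cells were plated at 1500 per well in reduced-serum medium with 10% FBS and left 2 h. Compound in DMSO was then added for 24 h at 37 °C. Reporter signal was read by luminescence after 10 min with luciferase detection reagent.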
VP16 counter – counter-screen for ROR gamma inhibitors: Gal4-VP16 reporter. Drosophila S2 Gal4-VP16 UAS-luciferase, luminescence, 20 h. Potency, µM (titrated, usually from 53.6 µM), inactives show at the highest dose activity, negative = inhibition, usual class: inhibitors. 3.5% of 310,000 active. AID 2546;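 further: Gal4-VP16 expression switched on by copper sulfate through the metallothionein promoter; potency means the concentration at half of the fitted maximal effect; on the % scale 0 is the no-effect control and ±100 the full control effect; nearly all actives have a fitted effect of over 50% in size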
MBNL1-CUG inh – blocks human MBNL1 binding to CUG repeat RNA. Potency, µM (doses to about 57.5 µM), for the others: at the top dose activity change, negative = inhibition, most hits filed as inhibitors. TR-FRET MBNL1-His/biotin-(CUG)12 binding, 665/545 ratio. AID 2675. 0.036% of 280,000 active; active means well fitted inhibition curve with a large enough effect in the signal ratio, with a control signal flat, not every such curve was filed as active; inconclusive means small, poorly fitted or top-dose-only effect, or effect the other way, or a change in a side signal; inactive means no such curve, though single readings can be large or run the other way; the % refers to the signal ratio; further: potency means the concentration at half of the fitted maximal effect; on the % scale 0 is the no-effect control and ±100 the full control effect
Target sequence (Q9NR56 whole entry, looked up): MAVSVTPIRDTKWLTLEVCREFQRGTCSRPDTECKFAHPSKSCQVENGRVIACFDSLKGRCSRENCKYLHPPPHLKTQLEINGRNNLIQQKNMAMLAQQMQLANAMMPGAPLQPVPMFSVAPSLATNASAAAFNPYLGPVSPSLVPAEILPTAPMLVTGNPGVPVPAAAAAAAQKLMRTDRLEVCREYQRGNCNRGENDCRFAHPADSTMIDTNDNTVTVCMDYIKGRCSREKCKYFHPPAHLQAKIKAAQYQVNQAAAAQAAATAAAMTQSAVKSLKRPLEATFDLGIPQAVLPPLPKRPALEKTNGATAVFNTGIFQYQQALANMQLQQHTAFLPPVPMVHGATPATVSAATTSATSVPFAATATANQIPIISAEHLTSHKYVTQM
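Compound titration spanned 92 nM–58 uM against the MBNL1-His/biotin-(CUG)12 complex. After 60 min at room temperature with 5 nM streptavidin-XL665 and 0.055 ng/ul terbium anti-His, ratiometric 665/545 nm emission (Ex 340 nm) normalized to controls.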
PKM2 activator – PKM2 (human) enzyme activation. AID 1631. P14618. purified PKM2, Kinase-Glo ATP luminescence, activation; response scale: 0% is enzyme alone, no compound. 0.34% of 260,000 active. Potency, µM (highest dose often 57.5 µM), inactives show top-dose activation, actives largely listed as activators; further: potency means the concentration at half of the fitted maximal effect; on the % scale 0 is the no-effect control and ±100 the full control effect; nearly all actives have a fitted effect of over 55% in size
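Purified hPK-M2 (>95% pure) converted ADP (0.1 mM final) to ATP with 0.5 mM PEP in 50 mM imidazole pH7.2, KCl, MgCl2, Tween 20, BSA; 1 h at room temperature. ATP detected by Kinase-Glo luminescence.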
NPC1 promoter act – activators of NPC1 promoter; Huh7 NPC1 promoter luciferase reporter, 24 h; Potency, µM (top dose mostly 9.22 µM), without a hit: at the highest dose activation, most hits filed as activators; 2.4% of 320,000 active; AID 485313;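 further: potency means the concentration at half of the fitted maximal effect; % of control where 0% means no effect; nearly all actives have a fitted effect of over 60% in size; reporter is driven by a mutant NPC1 promoter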
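NPC1 promoter–luciferase Huh7 cells; 24 h compound; luminescence.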
Mito fusion act – blocks mitochondrial division or promotes mitochondrial fusion; Potency, µM (series often up to 46.1 µM), without a hit: top-dose growth rescue (activation), actives largely listed as activators; 0.23% of 320,000 active; AID 485298; S. cerevisiae fusion-defective mutant growth rescue, CellTiterGlo 48 h;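 further: potency means the concentration at half of the fitted maximal effect; % of control where 0% means no effect; nearly all actives have a fitted effect of over 45% in size; temperature-sensitive fusion mutants such as fzo1-1 at 37 °C on non-fermentable ethanol glycerol medium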
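Yeast fusion mutant, YPEG (non-fermentable carbon), compound, 48 h at 37C non-permissive; CellTiterGlo added, 10 min RT, luminescence read. Rescued growth = division inhibition.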
ELG1 repair inh – blocks ELG1-dependent DNA repair in HEK293T cells; HEK293T ELG1-luciferase reporter, luminescence, 16 h; DNA damage induced by 5-fluorouridine; AID 504467; Potency, µM (doses to about 46.1 µM), without a hit: at the top dose activity change, negative = inhibition, hits mostly inhibitors; 2.3% of 330,000 active; further: potency means the concentration at half of the fitted maximal effect; on the % scale 0 is the no-effect control and ±100 the full control effect; nearly all actives have a fitted effect of over 55% in size
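5-Fluorouridine DNA damage + compound/DMSO, 2,000 cells/well, 16 h, 37 °C/5% CO2. ONE-Glo, 30 min RT, luminescence. Readout = decrease in reporter signal.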
KCNH2 3.1 block – KCNH2 3.1 (human) potassium channel inhibition. U2OS KCNH2 3.1, thallium flux FluxOr; hits give low values. activity change, % (tested at about 1.8 µM). 0.95% of 340,000 active. AID 720553;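 active means maximum activity change below -70%; inconclusive means maximum activity change from -70% to -50%; inactive means maximum activity change above -50%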;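 further: thallium influx rate constant from kinetic fluorescence after stimulation buffer; on the % scale 0 is the no-effect control and ±100 the full control effect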
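Thallium flux via FluxOr fluorescence (Red40 quencher, 45 min loading) in U2OS cells virally expressing the KCNH2 3.1 isoform (1.77 x 10^8 /mL virus, overnight at 37 C). Rate constants from 2-min kinetic reads post-stimulation, normalised to positive and negative controls.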
Menin-MLL TR inh – menin-MLL binding inhibition, Texas Red mutant peptide; O00255; Menin + Texas Red MLL mutant peptide, fluorescence polarization; Potency, µM (doses to about 61.6 µM), inactives show top-dose FP activity change, negative = inhibition, actives largely listed as inhibitors; 0.23% of 270,000 active; active means well fitted inhibition curve with a large enough effect in the polarisation, with a control signal flat, not every such curve was filed as active; inconclusive means small, poorly fitted or top-dose-only effect, or effect the other way, or a change in a side signal; inactive means no such curve, though single readings can be large or run the other way; the % refers to the polarisation; further: potency means the concentration at half of the fitted maximal effect; % of control where 0% means no effect; many of its hits are not listed in these tables
Target sequence (O00255 whole entry, looked up): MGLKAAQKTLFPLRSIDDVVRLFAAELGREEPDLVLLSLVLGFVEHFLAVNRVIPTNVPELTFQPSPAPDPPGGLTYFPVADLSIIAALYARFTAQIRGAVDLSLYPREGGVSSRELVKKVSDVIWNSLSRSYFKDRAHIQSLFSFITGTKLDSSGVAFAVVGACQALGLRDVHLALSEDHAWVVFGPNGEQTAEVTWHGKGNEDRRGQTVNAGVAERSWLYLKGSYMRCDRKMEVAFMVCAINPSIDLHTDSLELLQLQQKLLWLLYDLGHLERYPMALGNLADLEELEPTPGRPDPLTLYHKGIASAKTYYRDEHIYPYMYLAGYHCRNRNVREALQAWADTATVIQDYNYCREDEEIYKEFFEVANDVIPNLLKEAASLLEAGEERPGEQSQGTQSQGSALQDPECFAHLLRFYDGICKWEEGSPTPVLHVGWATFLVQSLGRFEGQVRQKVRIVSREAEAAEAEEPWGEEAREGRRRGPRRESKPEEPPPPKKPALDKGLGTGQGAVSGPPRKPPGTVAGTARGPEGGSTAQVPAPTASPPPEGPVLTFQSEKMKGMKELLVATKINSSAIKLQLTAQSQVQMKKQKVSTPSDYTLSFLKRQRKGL
RORg inh – ROR gamma (mouse) transcription inhibition | Potency, µM (doses to about 53.6 µM), inactives show at the highest dose activity change, negative = inhibition, most hits filed as inhibitors | AID 2551 | 5.4% of 310,000 active | Drosophila S2 Gal4-RORgamma UAS-luciferase reporter, 20 h | P51450; further: potency means the concentration at half of the fitted maximal effect; on the % scale 0 is the no-effect control and ±100 the full control effect; nearly all actives have a fitted effect of over 60% in size
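ROR gamma transcriptional activity was tracked as Gal4-UAS luciferase output in stably transfected Drosophila Schneider cells, with compound added 1 hr before 700 uM copper sulfate induction and a 20 hr ambient-temperature incubation.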
FLuc counter – inhibits or activates purified firefly luciferase, miR-21 counter-screen. AID 588342. P08659. 6.9% of 360,000 active. Potency, µM (top dose mostly 57.5 µM), for the others: at the highest dose activity change, negative = inhibition, hits mostly inhibitors. purified FLuc, Km substrates, luminescence inhibition;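 further: potency means the concentration at half of the fitted maximal effect; plate controls were vehicle for no effect and reference inhibitor for full effect; nearly all actives have a fitted effect of over 55% in size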
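Biochemical qHTS of compounds, final roughly 60 µM downward over six points, against 10 nM purified firefly luciferase using Km concentrations of substrates (10 uM D-luciferin, 10 uM ATP) in Tris acetate pH 7.5 buffer; luminescence output.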
* = called active by the depositor; ? = inconclusive; / = not tested or not shown; & = joins results of further samples; [ ] = dose if it differs, or a comment. Unless noted, the call rests on the fitted dose curve; in most records, active means well fitted curve in the direction sought with a large enough effect; inconclusive means small, poorly fitted or top-dose-only effect, or another doubt; inactive means no such curve, though single readings can be large; an effect the other way counts as inactive or inconclusive. A portion of the library. The share of hits here may be higher or lower than overall.

SMILES	Rab9 prom act	VP16 counter	MBNL1-CUG inh	PKM2 activator	NPC1 promoter act	Mito fusion act	ELG1 repair inh	KCNH2 3.1 block	Menin-MLL TR inh	RORg inh	FLuc counter
O=C(N/N=C/c1ccc2c(c1)OCO2)c1cccs1	1.3µM*	-12%	-5%[11.5 µM]	-32%	1.3µM*	-5%	?	/	-4%	-15%	3.4µM*
C=CCc1ccc(OC(=O)c2ccccc2)c(OC)c1	-2%	3%&-4%	4%	0%	-4%	-3%	-12%	-8	?	?	6.7µM*
COc1ccc(S(=O)(=O)NCC2CCCN(C(=O)c3cccnc3)C2)cc1 (stereo unspecified)	-9%	-6%	5%	-8%	-8%	-6%	10%	6	20%	3%	-1%
CCCCCCCN1C(N(C)C)=NC[C@@H]1Cc1ccccc1	-20%	/	/	/	-4%	-8%	0%	-90*	/	/	0%
Cc1nn(C)cc1S(=O)(=O)N1CCN(c2ccccc2F)CC1	4%	1%	-1%	7%	1%	4%	-12%	/	/	5%	3%
CCOC(=O)c1c(C)nc(-c2ccccc2)nc1NC(=O)C(C)C	/	17%	8%	-1%	/	9%	/	-4	8%	14%	0%
Cc1nc2cc(Cl)c(Cl)cc2n1-c1ccccn1	9%	/	/	/	7%	0%	-26%	-20	/	/	-13%
O=C(N/N=C/c1ccc2c(c1)OCO2)c1ccc(Cn2cc([N+](=O)[O-])cn2)o1	9%	-7%	?	-3%	14%	-1%	?	6	14%	28%	6.7µM*
COc1ccc(-c2noc(CCC(=O)NC3CCCCCC3)n2)cc1	1%	-6%	2%	/	-2%	30%	0%	2	5%	25%	?
O=C(N/N=C/c1ccsc1)c1cc(O)cc(O)c1	-2%	-13%	10%	-1%	-7%	-1%	?	-3	-2%	7%	21µM*
Cc1cccc(N2C(=O)NC3(CCCCC3)C2=O)c1	7%	16%	3%	-8%	11%	0%	21%	-2	2%	38%	?
COc1ccccc1Cc1nc(-c2ccc(Br)o2)no1	12%	14%	7%	-2%	16%	-4%	?	2	2%[11.7 µM]	?	19µM*
O=C(Nc1cccnc1Cl)c1cc(-c2cccc(Cl)c2)on1	-1%	-7%	-2%	-4%	-1%	2%	-3%	-5	7%	-15%	7%&-1%
COC(=O)CC1=C(C(=O)OC)C(c2cccs2)C(C#N)=C(N)O1 (stereo unspecified)	3%	-1%	17%	-7%	1%	5%	10%	-19	0%	-11%	2%
O=C(c1cc2nc(C3CC3)cc(C(F)F)n2n1)N1CCOCC1	15%	3%	0%	-16%	3%	2%	?	-4	-6%	-7%	-4%
Cc1cc(OC(C)C(=O)NCC2CCC(C(=O)O)CC2)c2c(C)c(C)c(=O)oc2c1 (stereo unspecified)	-1%	6%	13%	-1%	1%	1%	18%	-6	-1%	-22%	3%
Cc1ccccc1CS(=O)(=O)CCC(=O)NCc1ccc(F)cc1Cl	-3%	0%	-1%	/	-6%	-1%	7%	-11	/	12%	1%
Cc1cccc(CSc2ncnc3c2cnn3Cc2ccccc2)c1	-1%	0%	2%	?	-2%	6%	2%	13	1%	33%	5%
CC1C(=O)Nc2ccc(S(=O)(=O)Nc3ccccc3Br)cc2NC1=O (stereo unspecified)	-1%	-3%	-4%	3%	-3%	6%	7%	3	5%	-10%	8%&-3%
CCC(C)(C)C1CCC(=NNC(=O)c2ccoc2C)CC1 (stereo unspecified)	4%	?	-2%	3%	-2%	4%	?	-10	3%	25%	?
Cn1c(SCC(=O)NC(=O)NCc2ccccc2)nnc1C(F)(F)F	-8%	/	/	/	-5%	1%	-1%	-1	/	/	/
O=C(CNC(=O)c1ccc(Cl)cc1Cl)Nc1ccc(F)cc1	-3%	-6%	-6%	3%	3%	-2%	-7%	3	/	0%	1%
COc1ccc(-c2noc(CCC(=O)NCc3cccnc3)n2)cc1OC	13%	7%	0%	-2%	1%	-1%	-5%	4	-2%	-5%	1%
CCOc1cccc(NC(=O)/C(C#N)=C\c2cccnc2)c1	-1%	-11%	5%	9%	-2%	3%	9%	11	-1%	13%	?
CC(C)c1nc(C(=O)N2CCc3c([nH]c4ccccc34)C2c2ccccn2)cs1 (stereo unspecified)	-1%	-4%	0%	-2%	-3%	30%	?	11	6%	5%	-8%
Following part
SMILES	Rab9 prom act	VP16 counter	MBNL1-CUG inh	PKM2 activator	NPC1 promoter act	Mito fusion act	ELG1 repair inh	KCNH2 3.1 block	Menin-MLL TR inh	RORg inh	FLuc counter
CCCn1c(CN(C)Cc2ccccc2)nc2c1c(=O)n(C)c(=O)n2C	-14%	?	-6%	4%	-9%	0%	12µM*	16	0%	?	-2%
CCCOc1cccc(-c2cc(-c3n[nH]c(=S)n3CC)c3ccccc3n2)c1	-2%	-20%	0%	-3%	-2%	13%	-16%	-17	/	1.3µM*	17µM*
Cn1c(=O)c2ccccc2n(CC(=O)Nc2ccc3c(c2)OCCO3)c1=O	-12%	-5%	-5%	-4%	-2%	-12%	?	10	1%	39%	1%
CC1CCCN(C(=O)Nc2ccc(Br)cc2Cl)C1 (stereo unspecified)	-9%	-1%[10 µM]	-9%	-11%	22%	-3%	?	7	1%	-8%	?
CCC1CCCCN1S(=O)(=O)c1ccc(S(=O)(=O)N2CCN(S(=O)(=O)CC)CC2)cc1 (stereo unspecified)	-5%	-5%	-3%	-2%	-3%	8%	?	-4	25%	20%	3%
CN(C)C(=O)c1ccc(NC(=O)COC(=O)/C=C/c2cccs2)cc1	0%	/	/	/	4%	-1%	14%	10	/	/	2%
O=[N+]([O-])c1cccc2ccc(/C=C/c3ccc(C(F)(F)F)cc3)nc12	22%	10%	3%	-16%	26%	17%	-4%	-1	?	-9%	-19%
COc1ccccc1OCCSc1nc2ccccc2n1CCC(=O)O	-2%	2%	-3%	-5%	1%	0%	?	-2	9%	0%	27µM*
Nc1nnc(SCc2ccc([N+](=O)[O-])cc2)s1	-2%	-4%	?	0%	1%	-8%	0%	12	-2%	42%	-2%
CCCn1nnnc1NCc1ccc(N(C)C)cc1	4%	-4%	-9%	2%	-3%	0%	5%	26	1%	-8%	1%
O=C(COC(=O)CCc1c[nH]c2ccccc12)NCc1ccccc1	3%	-3%	/	0%	1%	-1%	5%	6	8%	-11%	2%
CC(=O)N1CCc2cc(Br)cc(S(=O)(=O)NCc3ccc(Cl)cc3)c21	0%	-6%	-3%	19%	-5%	5%	?	16	-1%	0%	3%
O=C(O)C(c1ccccc1)N1CCCCC1 (stereo unspecified)	-12%	1%	-2%	-5%	-3%	-7%	0%	3	-7%	11%	1%
O=C(CSCc1ccccc1)N1CCN(S(=O)(=O)c2cccc(F)c2)CC1	2%	/	/	/	1%	6%	14%	-18	/	/	2%
OC(CN1CCNCC1)Cn1ccc2ccccc21 (stereo unspecified)	1%	-9%	-2%	3%	-4%	0%	1%	/	-1%	-9%	5%
COc1ccc(Cc2nnc(SCC(=O)Nc3ccccc3C)n(N)c2=O)cc1	-1%	/	/	/	5%	-6%	6%	-11	/	/	-4%
Cc1csc(=O)n1CCC(=O)OCC(=O)N(CC(C)C)c1c(N)n(Cc2ccccc2)c(=O)[nH]c1=O	-4%	1%	-5%	4%	1%	-8%	17%	-21	-5%	-31%	1%
CCOC(=O)C1CCCN(C(=O)c2cccc(S(=O)(=O)N(C)c3c(C)n(C)n(-c4ccccc4)c3=O)c2)C1 (stereo unspecified)	-1%	-5%	-1%	-3%	-1%	1%	4%	/	/	10%	0%
COc1ccc(S(=O)(=O)N2CCCOC2CNC(=O)C(=O)NCc2ccco2)cc1C (stereo unspecified)	-2%	2%	0%	11%	-8%	-2%	-21%	-7	-21%	13%	6%
O=C(O)C1CCC(N2C(=O)c3c(Cl)c(Cl)c(Cl)c(Cl)c3C2=O)CC1 (stereo unspecified)	7%	-7%	3%	-1%	-4%	-1%	16%	/	-6%	-3%[1.91 µM]	-1%
COc1cc(Cl)cc(CN2CCC(CCC(=O)NC3CC3)CC2)c1OC	-8%	-2%	-9%	-2%	2%	-2%	5%	-7	-10%	-7%	3%
COc1cc2c(cc1OC)C(Nc1ccc(S(N)(=O)=O)cc1)=NC(C)(C)C2	-1%	5%	-3%	7%	-1%	-8%	?	-9	-17%	16%	4%
O=C(NCCc1ccccn1)c1n[nH]c(=O)c2ccccc12	6%	4%	-4%	-2%	1%	-1%	26%	-2	-2%	-6%	1%
